# High-throughput results as filed in PubChem BioAssay.
# SRC3 inh – inhibitors of human steroid receptor coactivator 3 (SRC3) | Q9Y6Q9 | HEK293 GAL4-SRC3 luciferase reporter, luminescence | inhibition, % at 3.6 µM | 360,000 compounds, 0.17% hits;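 active means inhibition above a per-campaign cutoff, the mean of all compounds plus 3 SD, cut at about 60% in these data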;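 further: 0% = DMSO-treated cells and 100% = gossypol-treated cells at 36 µM; higher means less SRC3-driven luciferase light from the GAL4 reporter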
# TROY NFkB inh – blocks TROY-dependent signaling in reporter cells | Q293 LMP1-TROYcd NF-kB luciferase reporter, 4 h | inhibition, % at 10 µM | 360,000 compounds, 0.98% hits;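 active means compounds whose plate-normalised and pattern-corrected inhibition of the luciferase reporter signal at the single screening dose is 50% or more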
# CF NFkB block – blocks PAF-induced NF-kB reporter in cystic fibrosis cells; KKLEB NF-kB-GFP reporter, GFP fluorescence overnight; inhibition, % at 5 µM; 360,000 compounds, 0.86% hits; AID 588850;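 active means at least 50% inhibition at 5 µM, scaled per plate between neutral and stimulator controls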;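 further: PAF is a Pseudomonas aeruginosa culture filtrate used as stimulus; plate controls were PAF-stimulated DMSO wells for no effect and unstimulated DMSO wells for full effect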
# LMP1 NFkB inh – reduces LMP1-driven NF-kappaB luciferase signal; LMP1-induced NF-kappaB luciferase reporter cells, luminescence; inhibition, % at 12.5 µM; 350,000 compounds, 0.69% hits; AID 504558; in the data active means inhibition above about 41%;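 further: 0% = neutral control wells and 100% = reference inhibitor control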
# COUP-TFII inh – NR2F2 (human) inhibition, primary screen; P24468; HEK293T NGFI-A luciferase reporter, luminescence; inhibition, % at 8.6 µM; 370,000 compounds, 0.7% hits; AID 686940;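 active means inhibition above a per-plate cutoff, mean inhibition of test wells between control levels plus 3 SD, cut at about 38% in these data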;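 further: cells cotransfected with COUP-TFII expression vector driving the NGFI-A reporter; 0% = median of COUP-TF2 test wells and 100% = reporter-only cells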
# Target sequence (P24468 whole entry, looked up): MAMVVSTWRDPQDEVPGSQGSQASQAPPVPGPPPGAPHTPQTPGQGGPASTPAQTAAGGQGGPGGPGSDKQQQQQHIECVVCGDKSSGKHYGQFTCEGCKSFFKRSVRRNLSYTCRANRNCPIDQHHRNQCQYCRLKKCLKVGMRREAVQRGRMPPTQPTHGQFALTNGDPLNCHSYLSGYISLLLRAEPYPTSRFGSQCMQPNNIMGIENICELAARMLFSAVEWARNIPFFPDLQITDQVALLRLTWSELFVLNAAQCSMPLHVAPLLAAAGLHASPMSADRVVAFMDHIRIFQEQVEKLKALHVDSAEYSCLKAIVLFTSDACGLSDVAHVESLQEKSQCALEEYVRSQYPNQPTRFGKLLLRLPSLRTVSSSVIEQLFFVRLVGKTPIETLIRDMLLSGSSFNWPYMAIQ
# NCOA1 inh – inhibitors of human steroid receptor coactivator 1 (SRC1) | HEK293 GAL4-SRC1 luciferase reporter, luminescence | inhibition, % at 3.6 µM | 360,000 compounds, 0.12% hits | AID 588354;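 active means inhibition above the campaign mean plus 3 SD, with each screening campaign given its own cutoff, cut at about 60% in these data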;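 further: 0% = DMSO treated cells and 100% = gossypol at 36 µM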
# LRH-1 inv ag – suppresses constitutive activity of human LRH-1. AID 602396. HEK293T StAR-luciferase reporter, LRH-1 transfected, 24 h. inhibition, % at 3.6 µM. 360,000 compounds, 0.13% hits. O00482;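 active means inhibition above the mean inhibition of all tested compounds plus 3 SD, cut at about 73% in these data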;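 further: 0% = DMSO wells and 100% = reporter-only cells lacking LRH-1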
# Shn3 inh set2 – Schnurri-3 reporter inhibition in Clone20 osteoblasts. Clone20 osteoblast Shn3 3'UTR firefly luciferase, 24 h. inhibition, % at 12.5 µM. 360,000 compounds, 0.52% hits. AID 588674;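 active means mean inhibition of at least 75% with every replicate also reaching 75%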;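 further: 0% = median of neutral control wells and 100% = pilot-screen positive control compound; some compounds past the cut are filed as inactive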
# KKLEB tox – reduces viability of KKLEB cystic fibrosis airway cells. KKLEB CF airway cells viability, ATPlite luminescence, overnight; stronger effect = lower value; cells stimulated with P. aeruginosa culture filtrate. activity change (cytotoxicity), % at 5 µM. 360,000 compounds, 0.36% hits;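 active means corrected activity change at or below -50% at 5 µM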
# TWEAK Fn14 block – blocks TWEAK-Fn14 interaction in a reporter cell assay; TWEAK-stimulated Fn14 reporter cells, luciferase luminescence, 8 h; inhibition, % at 10 µM; AID 1159606; 360,000 compounds, 2% hits; in the data active means inhibition above about 50%
# TRAIL sens C8 – caspase-8 TRAIL sensitization; NB7+C8 cells + TRAIL, ATPlite viability luminescence; inhibition (viability loss, TRAIL sensitization), % at 10 µM; 360,000 compounds, 1% hits;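 active means compounds causing at least 50% loss of cell viability in the single-dose screen, relative to plate controls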
# * = called active by the depositor; / = not tested or not shown. Not all compounds are listed. The share of hits here may be higher or lower than overall.
SMILES | SRC3 inh | TROY NFkB inh | CF NFkB block | LMP1 NFkB inh | COUP-TFII inh | NCOA1 inh | LRH-1 inv ag | Shn3 inh set2 | KKLEB tox | TWEAK Fn14 block | TRAIL sens C8
Nc1nc(SCc2nc3scc(-c4ccccc4)c3c(=O)[nH]2)n[nH]1 | -10 | -6 | 5 | 5 | 1 | 6 | 10 | -2 | 0 | -3 | 4
O=[N+]([O-])c1cc([N+](=O)[O-])c2nonc2c1Nc1ccccc1O | -2 | 12 | -8 | 4 | -16 | 2 | 22 | 5 | 1 | 21 | -5
Cc1ccc(C(=O)NCC(=O)Nc2cccc(S(=O)(=O)NC3=NCCCCC3)c2)cc1C | 3 | -16 | -12 | 0 | -10 | -9 | 1 | 3 | -19 | 3 | -2
CSc1nc2[nH]c3c(c2c2nncn12)CC(C)(C)OC3 | -5 | 0 | 2 | -10 | -5 | -17 | 17 | -1 | -3 | -8 | 16
COc1ccc(OC)c(-c2nnc(SCC(=O)NC3CCCCC3)o2)c1 | 6 | 2 | 23 | -4 | -19 | 2 | 3 | 14 | 6 | -15 | -1
Nc1c(Br)cc(Br)c2c1-c1ccc([N+](=O)[O-])cc1C2 | -2 | -14 | -50 | -17 | 0 | -17 | 14 | 3 | 5 | -36 | -2
CC(C)CCN1CCN(Cc2nc(-c3ccc(F)cc3)cs2)CC1CCO (stereo not given) | 8 | -3 | 9 | 0 | 8 | 6 | 3 | -5 | -5 | 33 | 1
O=C(NCCC(=O)N1CCC2(CC1)NCCc1[nH]cnc12)c1cccc(Br)c1 | -16 | 5 | -17 | 2 | -11 | 7 | 14 | -6 | 6 | -1 | -11
O=C(ON=C1CCN(S(=O)(=O)c2ccccc2)CC1)c1ccc(Cl)cc1 | -16 | 6 | 7 | -4 | 0 | 1 | -9 | 21 | -5 | 16 | -2
COc1ccc(N(CC(=O)NC2CCCCC2)C(=O)CNC(=O)c2cccs2)cc1OC | 5 | 16 | -8 | 1 | 6 | 7 | 7 | 3 | -3 | 15 | -16
O=C(NCc1nc2ccccc2[nH]1)C1=C[C@H](C2CCCCC2)C[C@H](OCc2ccc(CO)cc2)O1 | -28 | 11 | -15 | 4 | -15 | -24 | -15 | 11 | 3 | 13 | 12
O=C1CC(c2ccccc2)CN1C(=O)c1ccccc1 (stereo not given) | -4 | -8 | 9 | 0 | 17 | 3 | 11 | -6 | -1 | 8 | -5
O=C(CSCc1ccc(C(=O)O)cc1)Nc1ccc2ccccc2c1 | -9 | -22 | 0 | -5 | -9 | -7 | -10 | -1 | -1 | -15 | 2
O=S(=O)(c1cnccc1N1CCN(/N=C/c2ccc(Cl)cc2)CC1)N1CCCCC1 | 0 | -5 | 9 | 3 | -15 | -5 | 1 | 0 | -5 | -1 | -9
Clc1ccsc1-c1csc(-c2cccnc2)n1 | -28 | -5 | 10 | -24 | -32 | -19 | 0 | -69 | -8 | 39 | 18
Cc1cc(C)c(-c2csc(NC(=O)c3cc([N+](=O)[O-])ccc3N3CCOCC3)n2)c(C)c1 | 9 | 12 | 10 | 2 | -2 | 10 | 20 | 13 | -35 | 33 | 19
O=C(O)c1cccc(-n2cccc2/C=C/[N+](=O)[O-])c1 | -1 | -8 | -41 | -2 | -5 | 2 | -13 | -39 | 13 | 6 | -1
CCOC(=O)c1cc2c(OC)ccc(OC)c2n1CC(=O)c1ccccc1 | -19 | 9 | -15 | -2 | 9 | 2 | 23 | 7 | -6 | -40 | 2
CNC(=O)COC(=O)[C@@H](Nc1ccc(S(=O)(=O)N2CCOCC2)cc1[N+](=O)[O-])C(C)C | 15 | -8 | 0 | -5 | -11 | -51 | 8 | 19 | -6 | 1 | 9
CCCc1ccc2oc(C(=O)N3CCN(CC(=O)NC(C)C)CC3)c(C)c2c1 | -15 | 1 | -12 | -14 | 9 | 3 | -8 | -20 | -9 | 3 | -11
Cc1ccc(-c2nc3ccccc3[nH]2)cc1NC(=O)c1ccc2c(c1)OCO2 | 2 | -6 | -4 | 2 | 4 | -15 | -29 | -3 | 14 | 1 | -33
COc1cccc(CNc2nc3cc(-c4ccc(C)cc4)sc3c(=O)n2C)c1OC | -74 | -19 | -10 | / | 5 | -20 | -28 | -75 | -4 | 18 | 18
COc1cc(/C=C2\CCC(C)C3=C(c4cc(OC)c(OC)c(OC)c4)C(C#N)=C(N)OC32)cc(OC)c1OC (stereo not given) | -14 | -2 | -38 | 0 | 8 | 5 | -14 | 5 | -14 | 28 | 19

# Some of these compounds in order of molecular weight, low to high:
SMILES | SRC3 inh | TROY NFkB inh | CF NFkB block | LMP1 NFkB inh | COUP-TFII inh | NCOA1 inh | LRH-1 inv ag | Shn3 inh set2 | KKLEB tox | TWEAK Fn14 block | TRAIL sens C8
O=C(O)c1cccc(-n2cccc2/C=C/[N+](=O)[O-])c1 | -1 | -8 | -41 | -2 | -5 | 2 | -13 | -39 | 13 | 6 | -1
CSc1nc2[nH]c3c(c2c2nncn12)CC(C)(C)OC3 | -5 | 0 | 2 | -10 | -5 | -17 | 17 | -1 | -3 | -8 | 16
O=[N+]([O-])c1cc([N+](=O)[O-])c2nonc2c1Nc1ccccc1O | -2 | 12 | -8 | 4 | -16 | 2 | 22 | 5 | 1 | 21 | -5
Nc1nc(SCc2nc3scc(-c4ccccc4)c3c(=O)[nH]2)n[nH]1 | -10 | -6 | 5 | 5 | 1 | 6 | 10 | -2 | 0 | -3 | 4
CCOC(=O)c1cc2c(OC)ccc(OC)c2n1CC(=O)c1ccccc1 | -19 | 9 | -15 | -2 | 9 | 2 | 23 | 7 | -6 | -40 | 2
Cc1ccc(-c2nc3ccccc3[nH]2)cc1NC(=O)c1ccc2c(c1)OCO2 | 2 | -6 | -4 | 2 | 4 | -15 | -29 | -3 | 14 | 1 | -33
Nc1c(Br)cc(Br)c2c1-c1ccc([N+](=O)[O-])cc1C2 | -2 | -14 | -50 | -17 | 0 | -17 | 14 | 3 | 5 | -36 | -2
CCCc1ccc2oc(C(=O)N3CCN(CC(=O)NC(C)C)CC3)c(C)c2c1 | -15 | 1 | -12 | -14 | 9 | 3 | -8 | -20 | -9 | 3 | -11
CC(C)CCN1CCN(Cc2nc(-c3ccc(F)cc3)cs2)CC1CCO (stereo not given) | 8 | -3 | 9 | 0 | 8 | 6 | 3 | -5 | -5 | 33 | 1
Cc1cc(C)c(-c2csc(NC(=O)c3cc([N+](=O)[O-])ccc3N3CCOCC3)n2)c(C)c1 | 9 | 12 | 10 | 2 | -2 | 10 | 20 | 13 | -35 | 33 | 19
COc1ccc(N(CC(=O)NC2CCCCC2)C(=O)CNC(=O)c2cccs2)cc1OC | 5 | 16 | -8 | 1 | 6 | 7 | 7 | 3 | -3 | 15 | -16

# Part of the list above, field by field:
SMILES: O=[N+]([O-])c1cc([N+](=O)[O-])c2nonc2c1Nc1ccccc1O
  SRC3 inh: -2; TROY NFkB inh: 12; CF NFkB block: -8; LMP1 NFkB inh: 4; COUP-TFII inh: -16; NCOA1 inh: 2; LRH-1 inv ag: 22; Shn3 inh set2: 5; KKLEB tox: 1; TWEAK Fn14 block: 21; TRAIL sens C8: -5

SMILES: Cc1ccc(C(=O)NCC(=O)Nc2cccc(S(=O)(=O)NC3=NCCCCC3)c2)cc1C
  SRC3 inh: 3; TROY NFkB inh: -16; CF NFkB block: -12; LMP1 NFkB inh: 0; COUP-TFII inh: -10; NCOA1 inh: -9; LRH-1 inv ag: 1; Shn3 inh set2: 3; KKLEB tox: -19; TWEAK Fn14 block: 3; TRAIL sens C8: -2
